# SMN2 splice enh = enhancers of SMN2 splice variant expression; HEK293 SMN2-luciferase splicing reporter, luminescence, 30-36 h; Potency, µM (top dose mostly 46.1 µM), without a hit: at the highest dose activity change, positive = activation, most hits filed as activators; 210,000 tested, 2.8% active; note: % of control where 0% means no effect; nearly all actives have a fitted effect of over 55% in size
#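 HEK293 cells carry an SMN2 minigene-luciferase reporter in which exon 7 inclusion puts luciferase in frame. Cells were seeded at 2000 cells/well, attached for 10-12 hours, then exposed to compounds for 30-36 hours at 37C before ONE-Glo luminescence.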
# KDM4E inh = blocks human JMJD2E demethylase activity; AID 2147; JMJD2E catalytic domain, FDH-coupled NADH fluorescence (FDH is formaldehyde dehydrogenase); Potency, µM (series often up to 57.1 µM), inactives show at the highest dose activity change, negative = inhibition, hits mostly inhibitors; 230,000 tested, 1.6% active; active = well fitted inhibition curve with a large enough effect, not every such curve was filed as active; inconclusive = small, poorly fitted or top-dose-only effect, or another doubt; inactive = no such curve, though single readings can be large or run the other way;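 note: 0% = wells with enzyme and -100% = buffer wells without enzyme; nearly all actives have a fitted effect of over 50% in size; many of its hits are not listed in these tables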
# Target sequence (B2RXH2 1-337 limits assumed): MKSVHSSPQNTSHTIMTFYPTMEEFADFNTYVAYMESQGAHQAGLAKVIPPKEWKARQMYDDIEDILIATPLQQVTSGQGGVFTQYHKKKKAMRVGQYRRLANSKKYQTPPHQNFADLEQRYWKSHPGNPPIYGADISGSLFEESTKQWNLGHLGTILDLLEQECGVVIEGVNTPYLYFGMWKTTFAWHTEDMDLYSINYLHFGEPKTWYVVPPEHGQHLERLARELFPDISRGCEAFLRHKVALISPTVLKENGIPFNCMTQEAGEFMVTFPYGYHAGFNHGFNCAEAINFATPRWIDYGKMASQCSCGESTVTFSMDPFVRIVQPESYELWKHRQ
# HTT aggregate = mutant huntingtin aggregation inhibition; PC12 HttQ103-GFP aggregates, Acumen cytometry, 40 h; 220,000 tested, 1.1% active; Potency, µM (doses to about 46.1 µM), inactives show top-dose activity change, negative = inhibition, actives largely listed as inhibitors; note: % is set by controls: 0 for no effect and ±100 for the full control effect; nearly all actives have a fitted effect of over 60% in size
#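 Inducible Q103 Huntingtin exon 1–GFP PC12 line, 1500 cells/well in phenol red free DMEM with 5% equine and 5% calf serum. Tebufenozide 100 nM induced expression; compounds titrated; aggregates quantified by cytometry.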
# Tau fluor counter = counter-screen for tau fibril formation inhibitors; tau K18 P301L Alexa594 fluorescence, heparin fibrillization; Potency, µM (titrated, usually from 57.7 µM), for inactives: at the top dose activity change, negative = decrease; 280,000 tested, 0.93% active; AID 1463; note: % is set by controls: 0 for no effect and ±100 for the full control effect; nearly all actives have a fitted effect of over 55% in size
#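 Human K18 P301L tau (15 uM unlabeled plus 0.24 uM Alexa 594-labeled, final) in 100 mM sodium acetate pH 7 was mixed with compound and 20 uM heparin and incubated 6 hr at 37 C.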
# HTT ATP protect = protects HTT-Q103 PC12 cells, measured by ATP. PC12 HTT-Q103 induced, cytoprotection, ATP luminescence, 40 h. Potency, µM (highest dose often 56.4 µM), for the others: cytoprotection (ATP increase), actives largely listed as activators. 230,000 tested, 0.14% active. AID 1471;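 note: % of control where 0% means no effect; nearly all actives have a fitted effect of over 45% in size; toxic huntingtin expression switched on by the ecdysone agonist tebufenozide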
#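 Huntington model: PC12 line, ecdysone-inducible HTTQ103 exon1–GFP, tebufenozide 100 nM. Test articles in a dose series. Endpoint luminescence from cellular ATP.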
# Tau ThT inhib = tau fibrillization inhibition (ThT binding); P10636; Potency, µM (highest dose often 57.4 µM), for inactives: at the highest dose activity, negative = inhibition, most hits filed as inhibitors; 270,000 tested, 2.1% active; recombinant tau K18 P301L, heparin-induced fibrillization, ThT fluorescence; note: % is set by controls: 0 for no effect and ±100 for the full control effect; nearly all actives have a fitted effect of over 55% in size
# Target sequence (P10636 561-689 P618L limits assumed): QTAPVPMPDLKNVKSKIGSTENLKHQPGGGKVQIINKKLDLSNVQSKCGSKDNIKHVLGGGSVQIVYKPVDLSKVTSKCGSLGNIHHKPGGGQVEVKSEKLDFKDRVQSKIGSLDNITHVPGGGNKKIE
#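 Fibril formation assay: tau K18 P301L at 15 uM with trace Alexa 594 label, heparin inducer 20 uM, pH 7 sodium acetate buffer, 37 C for 6 hr; endpoint ThT signal.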
# ALDH1A1 inh = inhibitors of human aldehyde dehydrogenase 1A1 | P00352 | Purified ALDH1A1, NADH fluorescence, propionaldehyde substrate | Potency, µM (titrated, usually from 75.3 µM), for the others: at the highest dose activity, negative = inhibition, most hits filed as inhibitors | 220,000 tested, 7.3% active | AID 1030; active = well fitted inhibition curve with a large enough effect, not every such curve was filed as active; inconclusive = small, poorly fitted or top-dose-only effect, or another doubt; inactive = no such curve, though single readings can be large or run the other way;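 note: plate controls were no enzyme wells and a reference inhibitor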
# Target sequence (P00352 whole entry, looked up): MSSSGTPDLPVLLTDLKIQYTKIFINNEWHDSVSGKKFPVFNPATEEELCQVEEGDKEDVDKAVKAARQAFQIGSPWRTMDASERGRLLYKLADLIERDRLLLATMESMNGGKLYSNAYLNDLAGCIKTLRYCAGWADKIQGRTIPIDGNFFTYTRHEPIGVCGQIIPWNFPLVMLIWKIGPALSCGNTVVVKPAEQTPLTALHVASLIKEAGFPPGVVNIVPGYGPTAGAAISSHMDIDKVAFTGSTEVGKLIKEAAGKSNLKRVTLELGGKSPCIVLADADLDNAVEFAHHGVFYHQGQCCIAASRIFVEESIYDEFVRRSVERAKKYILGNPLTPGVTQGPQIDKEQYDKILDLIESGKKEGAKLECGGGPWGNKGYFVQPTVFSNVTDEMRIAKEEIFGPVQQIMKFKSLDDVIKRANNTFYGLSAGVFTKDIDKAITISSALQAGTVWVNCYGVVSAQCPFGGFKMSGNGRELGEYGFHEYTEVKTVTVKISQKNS
# Tau FP inhib = blocks human tau fibril formation measured by polarization; P10636; K18 P301L tau heparin fibrillization, Alexa594 FP, 6 h; Potency, µM (series often up to 57.7 µM), for inactives: at the highest dose activity, negative = inhibition, usual class: inhibitors; 280,000 tested, 0.39% active; note: % is set by controls: 0 for no effect and ±100 for the full control effect; nearly all actives have a fitted effect of over 55% in size
#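 Recombinant K18 P301L […], labeled with Alexa 594 at 0.24 uM over 15 uM unlabeled; heparin inducer 20 uM final; 37 C, 6 hr; FP endpoint.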
# Active calls of the source: *; ? = inconclusive; · = not tested or not shown; [ ] = remark or other dose. Unless noted, calls come from the whole dose curve; as a rule, active = well fitted curve in the direction sought with a large enough effect; inconclusive = small, poorly fitted or top-dose-only effect, or another doubt; inactive = no such curve, though single readings can be large; an effect the other way counts as inactive or inconclusive. Potency is the fitted concentration of half-maximal effect.
SMILES,SMN2 splice enh,KDM4E inh,HTT aggregate,Tau fluor counter,HTT ATP protect,Tau ThT inhib,ALDH1A1 inh,Tau FP inhib
N/C(=N\OC(=O)c1ccc2ccccc2c1)c1ccc(Br)cc1,?,-2.9%,-19.1%,2.2%,·,-7.1%,7.0%,-7.0%
Cc1c(C)c2cc(Cl)c(O)c(CN3CCCC(C)C3)c2oc1=O (stereo not given),-7.0%,?,-12.4%,-5.5%,1.1%,-6.6%,?,2.6%
c1ccc(Cn2nnnc2CN2CCN(Cc3ccc4c(c3)OCO4)CC2)cc1,·,-0.2%,0.9%,-1.0%,-2.8%,3.0%,20µM*,5.7%
CCOC(=O)c1ccccc1N/C=C1\CCCCC1=O,-14.7%,-3.5%,17.3%,-3.4%,11.9%,-14.4%,?,-7.2%
CC(C)N(C(=O)COC(=O)CNC(=O)c1ccc(Br)cc1)c1ccccc1,25.2%,-0.5%,11.2%,-5.6%,25.9%[10 µM],5.4%,4.3%,1.5%
CCn1c2ccccc2c2cc(NC(=O)COC(=O)c3cc(S(=O)(=O)N4CCCCC4)ccc3Cl)ccc21,-29.8%,-26.8%,-1.6%,?,3.0%[10 µM],-2.1%,2.7%,13.5%
CCOC(=O)CN1C(=O)C(Sc2n[nH]c(-c3ccccc3)n2)CCc2ccccc21 (stereo not given),-18.7%,-1.9%,12.9%,-24.6%,-33.0%,-8.6%,-3.1%,5.7%
CCCCCC(=O)Nc1ccc(S(=O)(=O)Nc2nccnc2OC)cc1,-22.2%,6.7%,14.6%,3.0%,-13.6%,-2.0%,5.7%,5.1%
Cc1cc(=O)[nH]c(-c2ccccc2OC(F)(F)F)n1,·,0.7%,-12.9%[9.22 µM],4.0%,8.8%[10 µM],-2.6%,11.8%,8.3%
O=C(O)CN1C(=O)c2ccc(Oc3cccc4c3C(=O)N(CC(=O)O)C4=O)cc2C1=O,?,-0.1%,-6.1%,-3.4%,-17.3%,-3.0%,-0.4%,8.9%
CCCN(CC(=O)Nc1ccc(OC)c(OC)c1)CC(=O)Nc1ccc(F)c(F)c1F,11.8%,-1.5%,-13.4%,-17.8%,-48.4%[inhibitor],2.4%,-1.9%,9.5%
CC(=O)Oc1ccc(-c2cccc(C(=O)NCCO)c2)cc1,7.2%,-2.7%,5.8%,-2.7%,-38.8%[inhibitor],-5.9%,5.4%,-0.1%
O=S(=O)(Nc1nc2ccccc2nc1NCc1ccco1)c1cccs1,-12.1%,?,-5.9%,-17.9%,2.4%[10 µM],-14.8%,-1.5%,-11.2%
CC1C(=O)O[C@@H]2C[C@@H](C)[C@@H]3CCC(=O)[C@@]3(C)[C@@H](O)[C@H]12 (stereo not given in full),·,9.7%,6.6%[9.22 µM],12.7%,13.6%[10 µM],14.5%,·,2.9%
O=C1c2cc(Cl)ccc2OC2(CCNCC2)C12CC(c1ccc(Cl)cc1)=NO2 (stereo not given),·,-8.7%,4.9%[9.22 µM],?,10.9%[10 µM],?,·,-14.1%
CN(/N=C/C=C/c1ccccc1)C1=NS(=O)(=O)c2ccccc21,-17.0%,6.0%,10.8%,-7.4%,6.4%[10 µM],-8.5%,29.2%,3.7%
O=C(CSc1nc2ccccc2n1CC(=O)N1CCCC1)N1CCN(C(=O)c2ccco2)CC1,-0.8%,2.4%,5.3%,-6.8%,29.3%[10 µM],-10.8%,-0.9%,2.5%
COC(=O)C1=C(C)C(c2cccs2)NC(=O)N1C (stereo not given),10.6%,-1.7%,8.8%,-1.8%,12.1%[10 µM],-6.5%,-4.1%,4.5%
O=C(CCS(=O)(=O)c1cccc2nonc12)NCCc1ccccc1Cl,8.5%,-3.5%,-17.4%,-0.8%,-6.6%,0.1%,?,8.7%
COc1ccc(SC[C@H](Cc2ccccc2)N2CCN(CCc3ccccc3)CCC2=O)cc1,·,-11.5%,25.7%[9.22 µM],-6.2%,-12.4%[10 µM],?,·,6.7%
O=C(O)C1=C[C@@H](c2csc3ccccc23)C[C@@H](OCc2ccc(CO)cc2)O1,·,-7.6%,2.1%[9.22 µM],-7.3%,6.3%[10 µM],-6.9%,5.0%,0.0%
Cc1nnc(SCC(=O)N2CCOCC2)s1,21.8%,12.1%,3.9%,1.0%,6.9%,-4.7%,10.5%,5.8%
COc1cccc(C(=O)Oc2cc(N)n(S(=O)(=O)c3ccc(C)cc3)n2)c1OC,-0.4%,-1.1%,2.6%,?,-13.1%,?,?,-8.1%
CC1(C)C2CCC1(CS(=O)(=O)N1CCC(C(=O)O)CC1)C(=O)C2 (stereo not given),·,?,-6.4%[9.22 µM],0.9%,-4.6%[10 µM],-2.2%,·,-1.2%
O=C(NNC(=O)c1ccncc1)NC1CCCCC1,·,-2.8%,0.3%[9.22 µM],-6.3%,-8.0%[10 µM],2.8%,2.0%,0.2%
CN1CCN(c2ccc(CNS(=O)(=O)c3cccc(F)c3)cc2)CC1,·,5.4%,-3.0%[9.22 µM],-13.8%,7.3%[10 µM],-11.8%,4.2%,-1.0%
COC(=O)c1sccc1NC(=O)c1cccc(OC)c1,-0.4%,-9.3%,1.0%,-27.2%,6.3%[10 µM],?,-7.1%,-11.1%
Cc1ccc(/C(O)=C2/C(=O)C(=O)N(Cc3cccnc3)C2c2ccccn2)cc1 (stereo not given),?,5.5%,-0.7%,8.1%,11.0%,2.4%,0.7%,5.1%
Cc1cc(=O)n2nc(N(C)CC(=O)NCc3ccccc3C)sc2n1,5.0%,·,·,-2.7%,·,3.3%,·,-8.5%
N#Cc1ccc(-c2cccs2)nc1SCc1ccc(Cl)cc1Cl,-16.0%,·,·,-19.4%,·,2.0%,·,-15.5%
CC(=O)Nc1nc2c(c3c1c(=O)oc1ccccc13)CC(C)CC2 (stereo not given),-8.6%,7.5%,-6.8%,-5.8%,0.4%[10 µM],-5.2%,?,-9.7%
Cc1ccc([N+](=O)[O-])cc1N=Cc1ccc(Br)s1,?,-22.6%,?,-20.5%,-18.3%,-9.5%,-7.6%,-9.5%
CCc1ccccc1OCC(=O)OCC(=O)c1c(N)n(C)c(=O)n(C)c1=O,-19.0%,-7.1%,-2.2%,-17.0%,?,-8.0%,-3.5%,-10.1%
Cc1ccc(NC(=O)C(=O)NCCc2c[nH]c3ccccc23)cc1C,0.6%,-3.4%,19.4%,-13.0%,5.9%,2.4%,-2.7%,-14.1%
CCCn1nc(NC(=O)c2ccco2)c2cc3ccc(C)cc3nc21,3.0%,?,-10.0%,-21.7%,-20.8%[0.074 µM],-24.3%,?,-2.6%
C(=C\c1nc2ccccc2[nH]1)/c1ccccc1,0.282µM*,?,-8.9%,-11.7%,-112.4%[inhibitor],7.0%,?,-5.4%
COc1ccc(COCC(CC(C)C)N2CCN(C(=O)c3cccc(C(F)(F)F)c3)CCC2=O)cc1 (stereo not given),-26.9%,4.5%,-11.5%,-5.3%,·,-2.5%,?,6.3%
CCOC(=O)c1c(NC(=O)c2ccccc2N(C)S(=O)(=O)c2ccccc2)sc2c1CCCC2,-13.5%,?,-14.6%,-20.2%,-45.7%[inhibitor][10 µM],-17.0%,?,-1.3%
Cc1ccc(-c2c[n+](CC(=O)Nc3cc(=O)n(C)c(=O)n3C)c3n2CCC3)cc1,7.8%,6.3%,0.7%,-0.6%,7.0%[10 µM],1.6%,7.0%,-0.8%
COc1ccc(NC(=O)CN2CCN(Cc3ccccc3Cl)S2(=O)=O)cc1Cl,-19.1%,·,·,?,·,-10.1%,·,-12.8%
CCc1ccc(OCCNC(=O)c2cc(SC)ccc2Cl)cc1,-0.7%,3.7%,9.3%,-8.2%,-1.3%,?,-10.6%,10.4%
Cc1ccc(NC(=O)C2CCCN(S(=O)(=O)c3cccc4cccnc34)C2)c(C)c1 (stereo not given),-17.0%,·,·,-15.9%,·,-5.6%,·,-5.7%
CN(C)c1nc(NCc2ccccc2)nc(N/N=C/c2ccc3c(c2)OCO3)n1,-16.0%,-9.1%,-23.5%,?,·,?,-4.2%,7.8%
COCCN(C(=S)Nc1cccc(C)c1)C(C)c1cccnc1 (stereo not given),-20.7%,-3.6%,-0.7%,1.9%,-7.5%,1.1%,3.6%,-0.5%
Cc1nn(CCC#N)c(NC(=O)c2ccccc2)c1P(=O)(Nc1ccc(Br)cc1)N1CCOCC1 (stereo not given),-1.5%,-5.7%,-2.9%,-4.1%,?,-6.1%,?,4.2%
COc1ccc(OC)c(NS(=O)(=O)c2cccs2)c1,-32.7%[inhibitor],10.4%,-14.4%,-3.4%,17.4%[10 µM],1.7%,-8.2%,-5.8%
O=C1CC(N2CCN(Cc3ccc4c(c3)OCO4)CC2)C(=O)N1c1ccccc1 (stereo not given),?,10.5%,10.8%,-6.9%,8.9%[1.9 µM],0.0%,15.8µM*,0.6%
Cc1c(Br)cc(C(=O)N2CCN(CCO)CC2)c(C)c1C,12.6%,0.3%,13.7%,-0.3%,-15.9%,-0.2%,-0.2%,4.2%
Cc1cc(C)nc(NC(=O)c2cccs2)n1,·,-1.9%,-14.8%[9.22 µM],-2.3%,6.1%[10 µM],6.1%,·,3.1%
CCN(CC)c1ccc(C2C3CCCCC3(O)CCN2CC(=O)Nc2ccccc2)cc1 (stereo not given),26.9%,-6.2%,-18.3%,-26.9%,-26.1%,-19.3%,?,5.0%
CCOc1ccc(NC(=O)CSc2nc3cccnc3n2CC)cc1,-26.7%,-4.1%,-7.2%,-1.5%,2.2%,-17.5%,-2.8%,14.3%
Cn1nccc1C(=O)N/N=C/c1ccccc1[N+](=O)[O-],·,7.6%,-10.4%[9.22 µM],-7.9%,-15.8%[10 µM],-5.9%,·,-4.4%
COc1ccc(NC(=S)NNC(=O)c2ccccc2OC(F)F)cc1,8.4%,9.4%,-20.3%,-3.0%,2.7%,-12.9%,-2.9%,3.7%

# Screening data as filed in PubChem.

# This is a subset, so the mix of outcomes need not match the whole.
